HSP90 refold inh: blocks HSP90-mediated luciferase refolding in reticulocyte lysate; AID 1789; 290,000 compounds, 0.91% hits; inhibition, % at 5.6 µM; Rabbit reticulocyte lysate, luciferase refolding luminescence, 3 h;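 active = inhibition above the screen-wide mean plus 3 SD, computed separately per campaign, cut at about 16% in these data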;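 also: 0% = DMSO wells and 100% = 60 µM geldanamycin wells; inhibitors lower the luminescence because luciferase stays unfolded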
IEC-6 tox: counter-screen for KLF5 inhibitors: cytotoxicity in IEC-6 cells; inhibition, % at 5 µM; IEC-6 cytotoxicity, luminescence viability; 290,000 compounds, 0.78% hits; in the data active = inhibition above about 22%;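 also: 0% = plate median of test compound wells and 100% = cytotoxic reference compound wells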
aSyn 5UTR inh: 5' untranslated region of α-synuclein, MLPCN primary screen. AID 1813. inhibition, % (tested at 7.5 µM). 300,000 compounds, 0.82% hits. alpha-synuclein 5'UTR reporter, inhibitor activity; in the data active = inhibition above about 60%;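 also: H4 neuroglioblastoma cells stably carrying SNCA 5'UTR luciferase fusion; 0% = DMSO wells and 100% = positive control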
HSF-1 act: increases HSF-1 driven luciferase reporter signal | 300,000 compounds, 1.7% hits | activation, % at 9 µM | NIH3T3-HGL HSF-1 luciferase reporter, MG132, 8 h; 100% = twice DMSO control signal;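 active = mean replicate activation of at least 50% with a set share of replicates each reaching 50%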;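 also: 0% = median of the neutral control wells and 100% = twice that signal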
GSK3B inh: inhibitors of human GSK3beta kinase | P49841 | GST-GSK3beta kinase, ADP-Glo luminescence, 60 min; hits give low values | activity score (negative = inhibition), % at 10 µM | 300,000 compounds, 0.038% hits | AID 2097;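 active = more than half of replicate wells score below -50%, meaning over 50% inhibition versus plate controls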;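 also: 0% = median DMSO wells and -100% = median GW8510 positive control wells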
Target sequence (P49841 whole entry, looked up): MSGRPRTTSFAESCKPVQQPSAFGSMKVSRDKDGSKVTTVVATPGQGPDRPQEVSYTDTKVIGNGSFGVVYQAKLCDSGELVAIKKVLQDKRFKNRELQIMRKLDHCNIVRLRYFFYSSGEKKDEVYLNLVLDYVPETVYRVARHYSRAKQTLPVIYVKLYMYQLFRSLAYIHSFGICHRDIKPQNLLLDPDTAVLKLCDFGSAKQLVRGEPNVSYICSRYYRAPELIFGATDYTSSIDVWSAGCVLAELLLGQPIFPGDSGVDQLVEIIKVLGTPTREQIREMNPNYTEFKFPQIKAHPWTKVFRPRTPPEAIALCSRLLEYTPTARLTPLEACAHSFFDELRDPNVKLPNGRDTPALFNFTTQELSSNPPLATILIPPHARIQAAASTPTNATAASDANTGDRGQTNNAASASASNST
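test system = GST-tagged human GSK3beta kinase, cell-free | reagent = 25 µM ATP with peptide substrate | dosing = one dose of 10 µM per compound | schedule = 60 min reaction, RT | detection = luminescent ADP-Glo measurement of ADP formed | control set = DMSO neutral wells and GW8510 at 20 µM as positive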
KLF5 inhibitor: suppresses KLF5 promoter-driven expression; 290,000 compounds, 0.23% hits; DLD-1 KLF5 promoter-luciferase reporter, luminescence; inhibition, % at 5 µM;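 active = inhibition above a per-plate limit of that plate's mean compound inhibition plus 3 SD, cut at about 60% in these data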;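 also: 0% = DMSO wells and 100% = LY294002 at 200 µM; higher means less KLF5 promoter-driven luciferase light; inactives centre near -14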
GSK3A inh: human GSK-3 alpha kinase inhibition; P49840; ADP-Glo luminescence, 60 min; inhibition, % at 10 µM; 320,000 compounds, 0.1% hits;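 in the data active = inhibition above about 50%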;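 also: GST-tagged GSK-3 alpha with peptide substrate and 25 µM ATP; 0% = DMSO neutral wells and 100% = GW8510 positive control wells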
Target sequence (P49840 whole entry, looked up): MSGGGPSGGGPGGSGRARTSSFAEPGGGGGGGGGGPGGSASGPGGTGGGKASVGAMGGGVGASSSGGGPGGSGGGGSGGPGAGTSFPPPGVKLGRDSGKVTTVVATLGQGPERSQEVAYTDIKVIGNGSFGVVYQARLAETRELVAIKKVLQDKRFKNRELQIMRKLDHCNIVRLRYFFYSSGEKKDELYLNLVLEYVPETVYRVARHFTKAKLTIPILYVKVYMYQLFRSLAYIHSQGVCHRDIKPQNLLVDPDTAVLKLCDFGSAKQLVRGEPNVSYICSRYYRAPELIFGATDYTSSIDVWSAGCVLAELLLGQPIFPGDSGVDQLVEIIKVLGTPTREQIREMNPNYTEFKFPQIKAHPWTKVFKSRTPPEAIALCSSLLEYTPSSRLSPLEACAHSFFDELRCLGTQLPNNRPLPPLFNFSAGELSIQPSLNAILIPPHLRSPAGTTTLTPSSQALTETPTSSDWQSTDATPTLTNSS
HSF1 inhib: HSF1 inhibition. 300,000 compounds, 0.77% hits. NIH3T3-HGL HSE-luciferase, MG132-induced, luminescence 8 h; hits give low values. activity change, negative = inhibition, % at 7.5 µM (by protocol);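 active = more than half of replicate wells show activity change below -50%, luminescence cut by over half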;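 also: luciferase reports HSF-1 transcriptional activity via heat shock element; 0% = median of DMSO wells and -100% = zero luminescence signal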
AI-2 QS modul: modulates the Vibrio harveyi AI-2 quorum sensing system. Vibrio harveyi JMH597 AI-2 luminescence/OD600 ratio, 9 h; hits give low values; strain lacks LuxN and CqsS sensors; 0 = neutral-control median. activity change, % at 7.5 µM. 300,000 compounds, 0.4% hits. AID 2094; in the data active = activity change below about -75%, passing the limit was not always enough;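 also: luminescence divided by OD600 gain over 9 h not by final OD600 alone; inactives centre near 13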
HIF activator: HIF pathway transcriptional activation. U2OS HRE-luciferase reporter, luminescence; normalized: DMSO 0%, desferrioxamine 100%. activation, % at 7.5 µM (by protocol). 300,000 compounds, 0.32% hits;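 active = mean activation of at least 10% of the iron chelator positive control signal, with at least half of replicates also reaching 10%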
* marks the source's active call; other numbers are inactive results; . = no result given.

Under each structure – HSP90 refold inh, IEC-6 tox, aSyn 5UTR inh, HSF-1 act, GSK3B inh, KLF5 inhibitor, GSK3A inh, HSF1 inhib, AI-2 QS modul, HIF activator
> O=C1CCCCCC1C1(O)C(=O)Nc2ccc(Br)cc21 (centres undefined)
 : 2, 1, 17, 3, 0, -22, ., -4, 11, 0.6
> Cc1ccc2nc(-c3ccc(NC(=O)C(C)N4C(=O)c5ccccc5C4=O)cc3)sc2c1 (centres undefined)
 : 11, 1, -102, 45, -3, -42, -2, 11, 0, 2.1
> O=C(CCn1c(=O)oc2ccccc21)NCc1ccco1
 : -6, -6, 22, -12, 1, 1, 1, 2, 10, -0.1
> CC(Oc1ccc(Cl)cc1)c1ccnn1S(=O)(=O)c1ccc(Cl)cc1 (centres undefined)
 : 2, 4, -1, 14, 1, 8, -1, 5, 28, -0.1
> C=CCOC(=O)C1C(=O)CC(C)(O)C(C(=O)OCC=C)C1c1ccc(OC)cc1 (centres undefined)
 : -1, -2, 38, -4, 2, -12, -2, -4, 26, -0.2
> O=S(=O)(NCCCN1CCOCC1)c1ccc2c(c1)OCCO2
 : 0, -8, -1, 17, 2, -17, -1, -9, 14, 0.1
> CN(C)CC1CCCCC1OC(=O)c1ccc(S(=O)(=O)N(C)c2ccccc2)cc1 (centres undefined)
 : 2, 7, 16, -9, 2, -2, 1, -2, 8, -0.6
> CCS(=O)(=O)Nc1ccc(C2=NN(S(=O)(=O)c3ccc(F)cc3)C(c3ccco3)C2)cc1 (centres undefined)
 : 5, 2, 9, -2, -2, -9, 0, 6, 7, -0.5
> C#CCSc1nnc(-c2sc3ccccc3c2Cl)o1
 : 3, 2, 13, -2, 1, 5, 1, -5, 10, -0.2
> COc1cc(-c2cc(-c3ccc(F)cc3)nc(N)c2C#N)ccc1O
 : 1, 22, 42, -1, 1, 19, 0, 2, 12, 1.4
> NC(=O)c1cc(-c2ccccc2)nc(N2CCOCC2)n1
 : -2, 8, 6, 17, 3, -19, 4, -10, 20, -1.0
> Cc1ccc(C(N)=S)c(C)c1
 : 3, 4, -3, 0, 1, -8, -8, -3, 25, -0.1
> Cc1nc(N2N=C(c3ccc(Cl)cc3)CC2c2ccco2)sc1C(=O)N(C)C (centres undefined)
 : 2, 4, -34, 16, 1, -9, 0, 6, 5, 0.8
> COCCSc1nnc(NC(=O)c2ccc3c(c2)OCO3)s1
 : -2, 0, -118, 42, 3, 4, -5, 11, 54, 2.1
> O=C(O)c1ccc(/C=N/NC(=O)c2ccc3c(c2)OCCO3)cc1
 : 2, 1, -37, -11, -1, -10, 1, -19, 10, 3.6
> N=c1n(CCO)c2ccccc2n1Cc1ccccc1Cl
 : 0, 3, -6, -11, -3, -8, -4, -4, 26, -15
> CCC(C)C(NC(N)=O)C(=O)Nc1ccc(OCc2ccccc2)cc1 (centres undefined)
 : 2, 1, -20, -4, -4, -5, -2, 3, -3, 0.3
> Cc1cc(NC(=O)c2ccc(S(=O)(=O)Nc3ccccc3)cc2)no1
 : -3, 2, -8, 15, 3, -39, -1, -7, -2, -0.1
> CCCCc1ccc(NC(=S)NCc2cccc(OC)c2)cc1
 : 2, 5, 2, 1, -2, -3, 1, 0, -4, -0.6
> CCCCNC(=O)Nc1ccccc1C(=O)NCc1ccco1
 : 1, 8, 3, 13, 4, 8, -1, -4, 14, .
> COc1ccccc1C1c2ccc3ccccc3c2Oc2ncn(CCCO)c(=N)c21 (centres undefined)
 : 12, 8, -7, 1, -3, -26, 2, -3, 6, -6.5
> O=C(CN1CCCC1)Nc1ccc(F)c(Cl)c1
 : 0, 3, -5, -8, 0, -39, 1, -8, 18, -0.4
> COCCNC(=S)N1CCN(c2nc(-c3cccc(OC)c3)cs2)CC1
 : -1, -2, 4, 3, 0, -36, 4, -2, 14, -1.4
> CN1C(=O)C(O)(CC(=O)/C=C/c2ccco2)c2ccccc21 (centres undefined)
 : 0, 4, -12, 18, -1, -8, 3, -5, 9, -0.1
> COC(=O)N/N=C/c1ccccc1OCCOc1ccc(OC)cc1
 : 0, 5, -46, 18, -3, -53, 0, 2, -7, 3.0
> Cc1ccc(NC(=O)C2CC3CCC2C3)c(Br)c1 (centres undefined)
 : -1, -3, -110, 17, 2, -80, -2, 14, 26, 3.7
> CC1CCN(c2c(NCC3CCC(C(=O)NCCc4ccccc4)CC3)c(=O)c2=O)CC1 (centres undefined)
 : -4, 6, 13, -7, 2, 2, -1, -4, 35, 0.0
> O=C(/C=C/c1ccccc1[N+](=O)[O-])c1ccc(F)cc1
 : 6, 2, -58, 38, -1, -18, -4, 15, 10, 3.9
> CN(C)C(=O)COC(=O)[C@H](Cc1ccccc1)NC(=O)c1ccco1
 : 1, -1, -10, -3, 4, -3, -13, -3, 30, -0.7
> Cc1nc2nc(CCc3ccccc3)nn2c(C)c1Cl
 : 1, 4, -37, -6, 4, -12, ., -1, 16, 0.5

Remaining list, next part.
Under each structure – HSP90 refold inh, IEC-6 tox, aSyn 5UTR inh, HSF-1 act, GSK3B inh, KLF5 inhibitor, GSK3A inh, HSF1 inhib, AI-2 QS modul, HIF activator
> COc1cccc(C2c3[nH]c4ccccc4c3C[C@H]3C(=O)N(CCCOC(C)C)CC(=O)N23)c1 (some centres undefined)
 : 4, 4, 15, 0, 1, 4, -4, -7, -5, 2.2
> Cc1cc(NC(=O)CCC(=O)N(CC(=O)NC2CCCC2)c2ccc3c(c2)OCCO3)no1
 : -1, -1, 12, 5, -2, -12, -6, -10, 12, 0.2
> O=C(c1ccc(Cl)cc1)C1CCN(C(=O)c2ccccc2)CC1
 : 5, 9, 12, -8, 3, -8, -2, 1, 31, -1.5
> COc1ccccc1-n1c(SCC(=O)Nc2cccc3ccccc23)nc(O)cc1=O
 : 6, 3, 7, 6, 5, -3, -2, 1, 18, 0.1
> OCCOCCn1c(C(CO)Nc2nc(-c3cccc(Br)c3)cs2)nc2ccccc21 (centres undefined)
 : ., ., -1, 6, 2, ., -1, 17, 12, -0.2
> Cc1noc(C)c1S(=O)(=O)N(CC(=O)NC1CCC(C)CC1)c1ccc(C(C)C)cc1 (centres undefined)
 : 5, -9, 7, 19, 3, -10, -1, 0, 4, 0.3
> COc1ccc(CCNC(=O)c2nnc(Cc3c(F)cccc3Cl)o2)cc1OC
 : -5, -5, -12, 0, 1, -58, -2, -5, 10, -0.3
> CCN(CC)C(=O)C1(P(=O)(c2ccccc2)c2ccccc2)CCC1
 : 2, 4, 2, 9, -2, -9, -3, -4, 49, 0.0
> Cn1c(N2CCN(C(=O)NCc3ccccc3)CC2)nc2ccccc21
 : -3, -1, 21, 2, 2, -12, -2, 0, -3, 0.0
> CCCc1cc(-c2[nH]ncc2-c2ccc(C(=O)OCC)o2)c(O)cc1O
 : 0, -6, -19, -25, 0, -24, -1, -10, 15, 0.0
> CC(=O)c1cc(-c2ccc(F)cc2)n(CCC(=O)Nc2cccc(C)n2)c1C
 : 3, -1, -21, 12, 1, -37, ., 3, 8, -0.1
> Cc1nn(Cc2ccccc2Cl)c(C)c1C(=O)Nc1nnc(C2CC2)s1
 : 2, 6, 13, 9, 3, 16, 4, 3, 3, -0.2
> C/C(=N\Nc1nc(C)c(C)s1)c1ccc([N+](=O)[O-])cc1
 : -2, -11, -130, 40, 0, -39, 0, 18, 6, 0.9
> C=CC[C@@H]1Cc2c(Br)ccc(Br)c2[C@@H](CC=C)N1
 : 3, 14, 16, 61*, 3, -5, -1, 34, -12, -0.2
> Oc1ccc(O)c(Cc2nc3ccccc3s2)c1
 : 5, -2, 10, 69*, -3, 3, 2, 43, 6, 0.7
> CCn1c(N2CCC(C)CC2)nc2c1c(=O)n(C)c(=O)n2C
 : -2, -2, 15, -5, 1, -52, -2, -2, 28, -0.2
> O=C(O)c1cccc(Nc2cc(Cl)c3nonc3c2[N+](=O)[O-])c1
 : 1, -4, -22, 33, 0, -33, 3, 7, 10, -0.1
> CCOC(=O)C1=C(C)Nc2nc(SCC)[nH]c(=O)c2C1c1ccncc1 (centres undefined)
 : -3, 3, -15, -8, 0, -1, 0, 2, 21, 0.4
> Cc1ccc2c(CC(=O)NCC3COc4ccccc4O3)coc2c1 (centres undefined)
 : 1, -4, -9, -1, 5, -42, -5, 2, 20, -0.3
> O=C(O)/C=C/c1ccc(S(=O)(=O)NCc2ccco2)cc1
 : 0, -2, -17, 4, -2, -27, -1, -4, 5, 0.1
> O=C(O)c1ccc(-n2c(/C=C/c3cccc([N+](=O)[O-])c3)nc3ccccc3c2=O)cc1
 : -3, -8, 8, 0, 5, -17, -3, -7, 26, -23
> Cc1ccc(-n2c(SCC(=O)NCc3ccco3)nc3sc(C)c(C)c3c2=O)cc1
 : -3, 3, -1, 12, 1, -11, 0, 12, 19, 0.0
> CCCCn1c(SCC(=O)N2CCCC2)nc2cc(S(N)(=O)=O)ccc21
 : -3, -5, 2, 1, 0, -5, -3, -3, 25, -0.4
> CCOC(=O)Nc1cccc(Nc2ccccc2)c1
 : -4, -2, -22, 40, 0, 0, -1, -1, 17, 0.5
> O=C(Cn1cnc2cc([N+](=O)[O-])ccc2c1=O)NCc1ccccc1
 : -1, -4, -6, -3, -2, -18, -2, -2, 11, -0.8
> COc1ccc(-n2cnc3cc(C(=O)NCC4CCCO4)ccc32)cc1 (centres undefined)
 : -2, 6, -20, -18, 18, -7, 2, -3, 12, -0.6
> Cn1c(=O)c2c(nc(N3CCOCC3)n2C)n(C)c1=O
 : 0, 1, 9, 4, 0, -1, -3, -2, 12, -0.2
